# Source: PubChem
# Bim-Bcl-XL: inhibitors of Bim-Bcl-XL binding, primary screen, biochemical, multiplexed, bead flow cytometry, human Bcl-XL | inhibition, % at 10 µM | AID 1007, 2008 | 190,000 tested, 0.04% active | Bim peptide-Bcl-XL binding, fluorescence
# Target sequence (Q07817 whole entry, looked up): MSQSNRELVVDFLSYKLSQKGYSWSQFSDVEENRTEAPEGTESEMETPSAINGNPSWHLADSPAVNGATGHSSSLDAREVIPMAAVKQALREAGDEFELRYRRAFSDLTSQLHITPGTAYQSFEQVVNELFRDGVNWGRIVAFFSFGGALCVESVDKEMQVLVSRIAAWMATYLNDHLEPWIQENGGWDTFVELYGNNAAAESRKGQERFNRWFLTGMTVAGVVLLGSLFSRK
# Bcl-2 Bim block: inhibitors of Bim-Bcl-2 binding, primary screen, biochemical, multiplexed, human Bcl-2 family. Apoptosis regulator Bcl-2 (Homo sapiens), P10415. Bead-based flow cytometry, Bim peptide-Bcl-2 binding. inhibition, % at 10 µM. 190,000 tested, 0.06% active. AID 950, 2007; in the data active = inhibition above about 40%; inconclusive = no clear call, values can overlap the other calls;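 note: 0% = no compound wells with probe peptide and 100% = reference peptide inhibitor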
# Bfl-1 Bim block: inhibitors of Bim binding to Bfl-1, primary screen, biochemical, multiplexed, bead-based flow cytometry. Bim-Bfl-1 binding inhibition. 190,000 tested, 0.12% active. inhibition, % at 10 µM;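 note: 0% = wells without compound plus tracer and 100% = blocker peptide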
# ABCG2 inh: ABCG2 efflux pump inhibitors, primary screen, multiplex with ABCB1, IgMXP3 cells, flow cytometry. Broad substrate specificity ATP-binding cassette transporter ABCG2 (Homo sapiens), Q9UNQ0. AID 1325, 2008. 190,000 tested, 0.1% active. JC-1 efflux. inhibition, % at 6.6 µM;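 active = inhibition above 80%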;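 note: 0% = DMSO and 100% = nicardipine control wells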
# Target sequence (Q9UNQ0 whole entry, looked up): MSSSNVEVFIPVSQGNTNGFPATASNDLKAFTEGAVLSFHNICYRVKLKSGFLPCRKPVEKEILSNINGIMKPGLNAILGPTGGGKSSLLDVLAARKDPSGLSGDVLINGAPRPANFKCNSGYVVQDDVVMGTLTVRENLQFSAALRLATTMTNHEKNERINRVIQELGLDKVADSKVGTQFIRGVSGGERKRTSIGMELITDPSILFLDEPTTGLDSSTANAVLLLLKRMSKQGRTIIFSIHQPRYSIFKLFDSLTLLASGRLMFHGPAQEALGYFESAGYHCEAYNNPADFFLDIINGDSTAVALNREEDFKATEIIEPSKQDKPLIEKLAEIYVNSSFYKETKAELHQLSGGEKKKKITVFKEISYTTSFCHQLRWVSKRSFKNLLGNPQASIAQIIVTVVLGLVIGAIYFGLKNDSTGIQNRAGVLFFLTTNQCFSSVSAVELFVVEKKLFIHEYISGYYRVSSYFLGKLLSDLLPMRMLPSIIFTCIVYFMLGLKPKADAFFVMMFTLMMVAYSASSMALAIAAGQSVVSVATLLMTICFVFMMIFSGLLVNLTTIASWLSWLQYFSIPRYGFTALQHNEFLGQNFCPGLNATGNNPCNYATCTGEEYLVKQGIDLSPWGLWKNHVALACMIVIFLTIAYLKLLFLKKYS
#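 System: two drug-resistant human cell lines, ABCG2 and ABCB1; controls: nicardipine high and DMSO low controls; times: 10 min exposure at 25 °C with rotation, no wash; detection: flow cytometry of retained JC-1 fluorescence; read-out basis: percent efflux inhibition, scaled nicardipine 100% to DMSO 0%; doses: one concentration, 6.6 µM final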
# RGS4-Gao reg: modulators of RGS4 binding to Galphao, primary screen, biochemical, multiplexed bead flow cytometry; Guanine nucleotide-binding protein G(o) subunit alpha (Homo sapiens), P09471; binding response (% of control), % at 10 µM; 220,000 tested, 0.33% active; actives lie on both sides; in the data active = binding response below about 49% or above about 150%; inactive = in between;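 note: fluorescent Galphao activated with aluminum fluoride binding bead-coupled RGS4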
# GSH bead fluor: compound fluorescence on glutathione beads, profiling panel, artefact control, biophysical, 488/530 nm, flow cytometry. GSH beads flow cytometry, compound fluorescence 488/530 nm; stronger effect = higher value. fluorescence (KMESF) at 10 µM. 190,000 tested, 0.25% active. AID 1776, 2009; in the data active = fluorescence above about 89;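 note: glutathione beads carrying GST-tagged Bcl family fusion proteins plus one bare bead set; values are compound well signal with DMSO vehicle wells as background; inactives centre near 16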
# RGS7-Gao reg: RGS7-Galphao binding modulators, primary screen, biochemical, multiplexed bead flow cytometry; Guanine nucleotide-binding protein G(o) subunit alpha (Homo sapiens), P09471; actives lie on both sides; binding response (% of control), % at 10 µM; 220,000 tested, 0.35% active; AID 1439, 2008; in the data active = binding response below about 49% or above about 150%; inconclusive = no clear call, values can overlap the other calls; inactive = in between;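 note: fluorescent Galphao held in activated GDP-AlF4 state binding bead-coupled RGS7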
# Bim-Bcl-B: inhibitors of Bim-Bcl-B binding, primary screen, biochemical, multiplexed, human Bcl-2 family; Bcl-2-like protein 10 (Homo sapiens), Q9HD36; AID 951, 2007; bead-based flow cytometry, Bim peptide-Bcl-B binding; inhibition, % at 10 µM; 190,000 tested, 0.073% active;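 note: 0% = tracer peptide without compound and 100% = reference inhibitor peptide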
# ABCB1 inh: ABCB1 efflux pump inhibitors, primary screen, cell-based, multiplex, flow cytometry, ABCG2 counter-screen. 190,000 tested, 0.067% active. ATP-dependent translocase ABCB1 (Homo sapiens), P08183. inhibition, % at 6.6 µM. CCRF-Adr cells, JC-1 efflux; in the data active = inhibition above about 40%;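 note: 0% = vehicle and 100% = reference inhibitor; higher value means more JC-1 retained so stronger ABCB1 efflux block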
# Bcl-W Bim block: inhibitors of Bim binding to Bcl-W, primary screen, biochemical, multiplexed, bead-based flow cytometry | Bcl-2-like protein 2 (Homo sapiens), Q92843 | Bim peptide-Bcl-W binding | inhibition, % at 10 µM | 190,000 tested, 0.02% active;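 note: 0% = bound tracer without compound and 100% = peptide blocker; higher means less fluorescent Bim peptide bound to Bcl-W beads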
# Target sequence (Q92843 whole entry, looked up): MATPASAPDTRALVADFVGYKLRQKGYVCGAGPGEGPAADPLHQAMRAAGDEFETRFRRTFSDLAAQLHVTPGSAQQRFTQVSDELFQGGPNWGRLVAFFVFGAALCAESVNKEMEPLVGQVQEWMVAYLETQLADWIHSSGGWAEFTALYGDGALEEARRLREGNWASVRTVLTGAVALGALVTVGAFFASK
# RGS8-Gao: RGS8-Galphao binding modulators, primary screen, biochemical, multiplexed bead flow cytometry; 220,000 tested, 0.34% active; actives lie on both sides; Guanine nucleotide-binding protein G(o) subunit alpha (Homo sapiens), P09471; response (percent of control binding), % at 10 µM; in the data active = response below about 60% or above about 140%; inactive = in between;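 note: Galphao activated as the GDP aluminium fluoride complex binding bead-coupled RGS8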
# Numbers without * were called inactive; u = inconclusive. Cut-off read from the data, not from the text of the source, unless noted: active = inhibition above about 40%. Compounds were not picked by outcome; any-hit rate near 1.1%.
SMILES	Bcl-2 Bim block	Bim-Bcl-XL	Bfl-1 Bim block	RGS4-Gao reg	RGS8-Gao	ABCB1 inh	GSH bead fluor	Bim-Bcl-B	Bcl-W Bim block	RGS7-Gao reg	ABCG2 inh
COc1ccc(C2C/C(=N\O)C(C)(C)O2)cc1 (stereo not drawn)	1	0	-3	106	104	-0.1	5	0	4	107	0
CC(=O)N1CCC2(CC1)C(C#N)=C(N)OC1=C2C(=O)CC(C)(C)C1	-2	-2	0	103	99	-0.1	12	-2	-2	109	0
O=C(Nc1ccccc1)c1csc(-c2ccccc2)n1	1	-4	-5	95	96	0.4	15	0	-1	89	2
CC(C)(C)NC(=O)CSc1nc2scc(-c3ccccc3)c2c(=O)[nH]1	0	-5	0	100	106	0.1	6	-2	-1	98	7
C=C1C2(C(=O)Nc3ccc(SC(F)F)cc3)CCC(C2)C1(C)C (stereo not drawn)	-5	-4	-1	103	99	-0.1	14	-9	-2	106	18
NC(=O)c1ccsc1NC(=O)COC(=O)CSc1ccc(Cl)cc1	-5	-1	-5	103	100	1.3	16	-3	1	103	7
O=C(Cn1nc(C(F)(F)F)c2c1CCC2)NCc1ccc(F)cc1	-9	5	-9	103	97	0.3	31	-7	1	98	0
CN(C(=O)Nc1ccc(Cl)cc1)c1c2c(nn1C)CCCC2	-6	-3	-14	101	100	1.4	36	-10	0	99	13
COc1ccc(C2SCC(C(=O)O)N2C(C)=O)cc1 (stereo not drawn)	-2	-6	-1	100	101	-0.5	25	-4	-2	100	6
COc1cc(C(=O)NCC(=O)N/N=C/c2ccc(OC(=O)c3ccco3)cc2)cc(OC)c1OC	-8	-3	-8	96	98	0.9	11	-7	-3	100	2
Cc1cc(C)n(CCOC(=O)c2sc3ccccc3c2Cl)n1	-6	-2	-12	103	100	0.0	30	-4	1	101	7
O=C(c1cccnc1Cl)N1CCOCC1	-1	0	-1	106	104	0.1	23	-2	1	105	2
Cn1c(C(=O)NCCCN2CCCCCC2)cc2c(=O)n(C)c3ccccc3c21	1	0	-5	101	102	0.3	11	-3	0	99	1
Cn1nnc2cc(C(=O)NC3CC3)ccc21	-8	-6	-13	102	99	0.0	34	-10	-3	106	-1
O=C(NCc1ccncc1)Nc1cc(Cl)ccc1Cl	-3	0	0	98	101	1.7	14	-1	-4	95	14
Cc1ccc(NC(=O)N(Cc2cc3cc(C)cc(C)c3[nH]c2=O)CC2COCCO2)cc1 (stereo not drawn)	7	11	8	98	84	16	32	8	8	97	53
CCn1c(=O)c2ccccc2n2c(SCC(=O)N3CCc4ccccc4C3)nnc12	-5	-5	-10	102	104	0.2	28	-7	0	102	6
Cc1nn(-c2ccccc2)c(C)c1/C=C/C(=O)OCC(=O)Nc1ncc(Cl)cc1Cl	10	6	11	96	101	1.2	7	7	2	95	1
O=C(CCCOc1ccc(Cl)cc1Cl)NN1CCOCC1	0	-3	0	101	103	0.5	6	-1	0	100	3
COc1ccccc1CNC(=O)c1cccc(C)c1[N+](=O)[O-]	-11	-6	-17	99	101	0.5	21	-13	-5	97	11
COC(=O)CSc1nc2cc(C)cc(C)c2cc1C#N	-6	-6	-9	99	100	0.1	18	-7	-4	96	43
O=C(CSc1nnc(-c2ccccn2)n1-c1ccc(Cl)cc1)Nc1ccc2c(c1)OCO2	-7	-4	-11	98	101	-0.5	17	-6	0	104	0
O=C(c1ccccc1)c1cn[nH]c1-c1ccccc1O	-5	-6	-6	101	98	0.6	62	-1	-4	99	2
CCN(CC)CC#CCOC(=O)C(O)(c1ccccc1)C1CCCCC1 (stereo not drawn)	0	-1	0	101	102	1.4	21	-7	-1	104	4
Cc1[nH]n(-c2ccc(Cl)c(Cl)c2)c(=O)c1CCO	-2	-1	-3	102	102	1.1	12	-6	0	102	8
O=C1CC(c2ccccc2)N1c1ccccc1 (stereo not drawn)	0	-6	-2	102	100	1.0	9	0	0	99	2
O=C(COC(=O)c1cccc(S(=O)(=O)N2CCc3ccccc32)c1)NCc1ccco1	-2	-2	-4	102	100	0.6	16	-3	0	u	2
Clc1ncc(CN2CCN(c3ccccc3)CC2)s1	-2	-3	-4	112	106	-0.1	12	-2	-1	115	1
O=C(O)CCNS(=O)(=O)c1ccc(Oc2ccccc2)cc1	-9	-7	-11	100	101	-0.3	50	-9	3	101	1
CCOC(=O)C1=NN(C(=O)c2ccccc2)C(O)(c2ccc(C)cc2)C1 (stereo not drawn)	1	0	0	92	103	-0.5	7	-1	0	100	-2
O=C1N2CCSC2=NC1(NS(=O)(=O)c1ccccc1)C(F)(F)F (stereo not drawn)	2	1	2	97	99	0.2	15	4	1	97	1
O=C(NCC1CCCO1)C(c1ccncc1)N(Cc1cccs1)C(=O)CN1C(=O)c2ccccc2S1(=O)=O (stereo not drawn)	-5	-1	-4	107	108	-0.3	14	-2	-1	106	-5
COC(=O)c1scc(C)c1NC(=O)C1CCCCC1	-4	7	-8	105	102	0.0	49	-4	1	104	0
NS(=O)(=O)c1ccc(CCNC(=O)CCCn2c(=O)[nH]c3ccc(Br)cc3c2=O)cc1	0	0	2	99	98	0.7	11	0	0	100	3
O=C(Nc1ccc2c(c1)OCCO2)c1cc2sccc2n1Cc1ccc(F)cc1	-7	-5	-17	97	98	1.4	36	-9	0	98	31
CC(=O)N1CC=CC1(CC(C)C)C(=O)NCCc1c[nH]c2ccccc12 (stereo not drawn)	-2	-2	0	101	101	0.7	17	-3	-2	101	2
COC(=O)c1cc(OC)c(OC)cc1NC(=O)CCCCCN1C(=O)CCC1=O	0	-1	-5	91	97	1.0	24	-2	4	96	5
O=C(NCc1ccc(Cl)cc1)c1cc([N+](=O)[O-])ccc1Cl	0	0	-4	98	103	0.1	20	-3	0	101	1
CCCC(=O)Nc1ccc2nc(SCC(=O)Nc3ccc(N4CCOCC4)c(Cl)c3)sc2c1	-2	-3	2	98	98	-0.3	3	0	0	97	-1
N#Cc1ccc(NC(=O)N2CCC(c3nc4c(nnn4Cc4cccc(Cl)c4)c(=O)[nH]3)CC2)cc1	-9	2	-11	105	98	-2.6	36	-7	-1	102	-4
CC(NS(=O)(=O)c1ccc2c(c1)OCCCO2)C(=O)O (stereo not drawn)	-6	-3	-14	98	99	0.5	17	-8	-4	98	4
COCc1nnc(NC(=O)c2cccc(NC(=O)C(C)C)c2)s1	0	1	2	84	74	0.1	11	0	-1	81	3
CCn1c2ccccc2c2nnc(SCC(N)=O)nc21	0	-7	-9	105	100	0.1	24	-9	-1	99	0
CCOc1ccc(C(=O)N/N=C/c2ccccc2[N+](=O)[O-])cc1	-3	-9	-1	103	102	0.9	10	-10	-6	102	8
Cc1cc(C)c2c(=O)[nH]c(SCc3ccc([N+](=O)[O-])cc3)nc2n1	0	-1	-5	100	100	1.1	11	-1	-3	99	2
O=C1c2ccc(Oc3ccc([N+](=O)[O-])cc3)cc2C(=O)N1c1ccncc1	0	0	3	101	103	0.6	11	-2	-2	110	3
Cc1ccc(NC2=CC(=O)CC(c3ccc(Cl)cc3)C2)cc1 (stereo not drawn)	-2	-6	-3	98	97	0.1	10	-8	-9	96	61
COc1ccccc1N(C)S(=O)(=O)c1ccc(Cl)c(C(=O)NC2=NCCS2)c1	-2	-2	0	100	111	0.6	10	-1	-1	102	1
CCC(C(=O)NCc1cccnc1)c1ccccc1 (stereo not drawn)	-4	-6	-9	101	103	0.8	13	-5	-5	100	2
CCCN(CCC)CCNC(=O)CCC(=O)Nc1ccc2nc(N3CCN(C)CC3)cc(C)c2c1	1	0	-4	98	99	-0.5	9	-3	0	99	0
Cc1ccc(OCc2nn3c(-c4ccco4)nnc3s2)cc1	-3	0	-4	86	92	0.2	9	-3	-1	86	1
Cc1cc2nnc(SCC(=O)NCc3cccs3)n2c2ccccc12	-8	-10	-15	102	101	-0.1	26	-11	0	100	41
O=S(=O)(c1cccc(S(=O)(=O)N2CCC(N3CCCCC3)CC2)c1)N1CCOCC1	-4	-6	-10	106	103	0.2	5	-4	-1	102	1
CNC(=S)N1C2CCC1CC(NC(=O)NC13CC4CC(CC(C4)C1)C3)C2 (stereo not drawn)	-9	0	-14	99	97	1.2	24	-14	0	99	4
O=C(O)c1csc(-c2cccs2)n1	-1	-4	-8	104	107	0.2	11	-4	-2	103	1
Oc1cccc2ccc(Nc3ccccn3)nc12	-5	-5	-13	95	97	0.5	31	-7	0	98	4
O=C(Nc1nc2ccccc2n1CCN1CCOCC1)c1ccc(COc2ccccc2Br)o1	-4	-1	-6	84	94	1.7	14	-1	2	88	6
COCCCN1C(=O)C(=O)/C(=C(/O)c2ccc(C)cc2)C1/C=C/c1ccccc1 (stereo not drawn)	-5	-4	-5	98	97	2.3	14	0	2	u	10
Cc1ccccc1CN(C)CC(=O)Nc1cccc(S(=O)(=O)N(C)c2ccccc2)c1	0	-2	-7	101	100	0.8	19	-2	-1	94	5
CCCCOc1ccc(NC(=O)CSc2nnnn2C)cc1	-14	-9	-18	98	99	0.4	26	-16	-2	99	5

# Two compounds picked at random from the list so far:
SMILES	Bcl-2 Bim block	Bim-Bcl-XL	Bfl-1 Bim block	RGS4-Gao reg	RGS8-Gao	ABCB1 inh	GSH bead fluor	Bim-Bcl-B	Bcl-W Bim block	RGS7-Gao reg	ABCG2 inh
COc1ccccc1N(C)S(=O)(=O)c1ccc(Cl)c(C(=O)NC2=NCCS2)c1	-2	-2	0	100	111	0.6	10	-1	-1	102	1
Oc1cccc2ccc(Nc3ccccn3)nc12	-5	-5	-13	95	97	0.5	31	-7	0	98	4

# (next part)
SMILES	Bcl-2 Bim block	Bim-Bcl-XL	Bfl-1 Bim block	RGS4-Gao reg	RGS8-Gao	ABCB1 inh	GSH bead fluor	Bim-Bcl-B	Bcl-W Bim block	RGS7-Gao reg	ABCG2 inh
CCn1cc(C(=O)NC2CCCCC2)c(=O)c2ccc(C)nc21	-6	-11	-12	101	98	0.6	30	-5	0	106	4
CCCC(=O)Nc1cccc(NC(=O)c2ccc([N+](=O)[O-])cc2Cl)c1	-11	-4	-2	98	99	1.0	11	-4	-12	98	34
COc1cc(C(=S)N2CCC(C(N)=O)CC2)ccc1O	-6	1	3	99	103	0.3	20	-24	-1	117	0
COc1ccc(CC(=O)Nc2ccc(S(=O)(=O)NC(C)C)cc2)cc1	-5	-5	-4	101	101	-0.4	14	-9	-3	99	-2
